Pf Dd2 growth: Plasmodium falciparum Dd2 growth inhibition; 120,000 tested, 4.3% active; AID 1347417; P. falciparum Dd2 growth, SYBR Green, 72 h; Potency, µM (top dose mostly 28.9 µM), without a hit: at the top dose activity, negative = inhibition, hits mostly inhibitors; active = well fitted inhibition curve with a large enough effect; inconclusive = small, poorly fitted or top-dose-only effect; inactive = no such curve, though single readings can be large or run the other way;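 note: plate controls were DMSO vehicle for no effect and reference drug for full effect; nearly all actives have a fitted effect of over 65% in size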
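Readout: SYBR Green fluorescence, 485 nm excitation, 535 nm emission, after ~16 h lysis at 37C. Before that, Dd2-infected red cells (2.5% hematocrit) grew 72 h with compound, 29 uM top final concentration.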
* marks the source's active call; other numbers are inactive results; i = inactive; u = inconclusive; [ ] = another dose, or the depositor's remark. Potency is the fitted concentration of half-maximal effect. An excerpt (hit frequency here may not be typical).

Molecule	Pf Dd2 growth
COc1ccc(N2CCC(N3CCC4(CC(=O)NC4=O)C3)CC2)cc1 (stereo not given)	-23.4%
Cc1ccc(-c2nc3c4ccccc4n(CC(=O)NCc4ccc(F)cc4)c(=O)n3n2)cc1	4.4%
O=C(NC1CCCCC1)O[C@@H]1CO[C@H]2[C@@H]1OC[C@@H]2n1nnnc1Sc1ccccc1	i
CN(C)C[C@@H]1CN(c2ncccn2)C[C@H]1NC(=O)CCCc1ccccc1	u
CCCOc1cccc(-c2nc(C(=O)NCC)cs2)c1	-3.7%
O=C(CSc1nc2ccccc2n1Cc1cccc(F)c1)N1CCN(c2ccc(F)cc2)CC1	-13.6%
Cc1ccc(C(=O)N2CCCCCC2c2nnc(-c3ccccc3)o2)cn1 (stereo not given)	-16.1%
COc1ccccc1CNC(=O)C1CCN(c2cc(C(F)(F)F)ncn2)CC1	9.1%
Cc1ccc2oc([C@H]3CCN(Cc4ccc(C(F)(F)F)cc4)C3)nc2c1	i
COc1cccc(OCc2nc3c(n2Cc2ccccc2)C(=O)N(CCOc2ccccc2)CCN3)c1	-19.3%
Cn1nccc1C(=O)N1CCC(Oc2ccccc2-c2nc(-c3ccccc3)no2)C1 (stereo not given)	u
CC(=O)N1CC2(CCN(Cc3cscn3)CC2)CC1C(=O)O (stereo not given)	-7.4%
CC(C)c1cnc2c(c1SCC(=O)NC(C)(C)C)c(=O)n(C)c(=O)n2C	7.7%
COc1cccc(NC(=O)O[C@@H]2CC[C@]3(C)C(CC[C@@H](O)[C@H]3CC(=O)NCc3ccccc3OC)[C@]2(C)CO)c1 (stereo not given in full)	i
O=C(CSc1nc(=O)n(Cc2ccco2)c2c1CCC2)NCc1ccccc1Cl	22.4%
Cc1nc(N2CCN(C(=O)c3ccc(Cl)cc3)CC2)cc(C(F)(F)F)n1	u
CN(CC1CCCCC1)C1CCOc2ccccc21 (stereo not given)	i
CCOc1ccccc1NC(=O)Nc1nnc(N(C)Cc2ccccc2)s1	31.1%[activator]
O=[S+]([O-])(c1cccs1)N1CCn2c(nnc2C2CC2)C1	-20.6%[44.1 µM]
CCNc1nc2c(c(=O)n(C)c(=O)n2C)n1CC(O)COc1ccccc1 (stereo not given)	-14.4%
Cc1ccc(C(=O)c2cn(CC(=O)Nc3ccc(C(C)C)cc3)c3nc(C)ccc3c2=O)cc1	-9.1%
CCc1ccc(C(=O)Nc2ccc(-c3nnc4n3CCCC4)cc2)cc1	u
Cc1noc(C)c1S(=O)(=O)N1CCC(CO)(CCCc2ccccc2)CC1	-3.0%
CN1C(=O)CC(C(=O)O)C12CCN(Cc1cnc3c(C(=O)O)cnn3c1)CC2 (stereo not given)	-0.7%

Rewritten field by field: part of the list above.
O=[S+]([O-])(c1cccs1)N1CCn2c(nnc2C2CC2)C1
  Pf Dd2 growth: -20.6%[44.1 µM]
CCNc1nc2c(c(=O)n(C)c(=O)n2C)n1CC(O)COc1ccccc1 (stereo not given)
  Pf Dd2 growth: -14.4%
Cc1ccc(C(=O)c2cn(CC(=O)Nc3ccc(C(C)C)cc3)c3nc(C)ccc3c2=O)cc1
  Pf Dd2 growth: -9.1%
CCc1ccc(C(=O)Nc2ccc(-c3nnc4n3CCCC4)cc2)cc1
  Pf Dd2 growth: u

New compounds follow:
Molecule	Pf Dd2 growth
CCC(NC(=O)C1CCN(C(=O)C2CCC2)CC1)c1nc(C)c(C)s1 (stereo not given)	-10.2%
Cc1ccc(C)c(NC(=O)CCCN2C(=O)COc3ccc(C)cc32)c1	i
COCC1CCCCN1c1ccc(C(=O)NCCCc2ccccn2)cn1 (stereo not given)	-12.9%
Cc1cc2oc3c(c(=O)c2cc1C)C1(C(=O)N(C)c2ccccc21)N(CCO)C3=O (stereo not given)	23.3%
CC(=O)c1cccc(NC(=O)c2cc3nc(-c4ccc(Br)cc4)cc(C(F)(F)F)n3n2)c1	u
CCCc1noc(-c2cn(C3CCN(C(=O)c4ccc(C)cc4)CC3)nn2)n1	7.9%
CC1=NOC2(CCN(C(=O)c3ccccc3)C2)C1 (stereo not given)	-13.6%[44.1 µM]
O=C(N[C@@H]1CCC[C@@H]1C(=O)NCC1CCCCC1)c1ccncc1	-5.6%
COc1ccc(OC)c(-c2ncc3c(n2)OCCN(c2cccc(C(F)(F)F)c2)C3=O)c1	i
COc1ccc(NC(=O)Nc2nnc(N(C)C3CCCCC3)s2)c(OC)c1	u
Cc1cc(C)c(NC(=O)Cn2nc3n(c2=O)CCCC3)c(C)c1	i
COc1cc2nc(-c3cc4c(c(OC)c3)OCCNC4)cc(C)c2cc1OC	u
COc1ccc(-c2cccc(NS(=O)(=O)c3cc(C)c(OC)c(C)c3C)c2)nn1	u
Cn1c(=O)oc2cc(S(=O)(=O)CCC(=O)NCc3ccccc3)ccc21	i
Cc1ccc(CN(C(=O)c2ccco2)c2ccc(CC(=O)N3CCCC3)cc2)cc1	-10.0%
O=C(C1CC12CCCC2)N1CCc2onc(-c3cccc(F)c3)c2C1 (stereo not given)	i
O=C(O)c1ccc(CN2CCC(c3cc(N4CCCC4)ncn3)CC2)cc1	-22.4%
O=C(c1cccnc1)N1CCC(Oc2cccnc2)C1 (stereo not given)	35.5%[activator]
Cc1ccc(NC(=O)N2CC3CC(C2)[C@H]2CCCC(=O)N2C3)cc1 (stereo not given in full)	10.0%
COc1ccc(CNc2nc(-c3ccc(Cl)cc3)nn2S(=O)(=O)c2ccc(C)cc2)cc1	u
OC[C@@H]1CNC[C@H]1C1CCN(Cc2ccc(Br)s2)CC1	-1.7%
CCc1ccc(OCCSc2nc3ccccc3n2CC(=O)N2CCCCC2)cc1	-24.8%
COc1ccccc1-c1nnc([C@H]2CCN(Cc3cccnc3)C2)o1	12.6µM*
O=c1cc(CSc2ncn[nH]2)[nH]c2c(Cl)cccc12	74.4%[activator]
Cc1cccc(-n2nc(C)c(CCC(=O)N3CCSCC3)c2Oc2ccc(F)cc2F)c1	u
COc1cc(NC(=O)Cn2nnnc2-c2ccccc2F)cc(OC)c1OC	i
CC(=O)N1CCN(Cc2nnc(C(=O)N3CCC[C@@H]3c3cccc(F)c3)n2-c2ccccc2)CC1	4.3%
CCc1ccc(C(=O)N2[C@@H]3CC[C@H]2CC(NC(=O)c2cnc(C)cn2)C3)cc1 (stereo not given in full)	i
O=C(O)Cn1ccc2cc(OCC3CCN(C(=O)Cc4ccccc4)CC3)cnc21	i
Fc1ccc(-c2cc(-c3ccccc3)c3c(n2)-c2ccccc2OC3)cc1	i
COCCN1C[C@H]2CN(C(=O)c3ccccc3OC)CCN2C1=O	17.9%[44.1 µM]
Cc1nonc1CC(=O)N1CCc2ccc(S(=O)(=O)NCCC(C)O)cc2C1 (stereo not given)	-4.2%
Cc1ccc(N2CCC(NC(=O)Cc3ccccc3C)C2=O)cc1 (stereo not given)	i
CC(=O)N1CCN(c2cc(-c3ccccc3)nc3c(C)noc23)CC1	-8.2%[44.1 µM]
CCOc1ccc(CCNC(=O)c2cnc3c(-c4ccccc4)c(C)nn3c2C)cc1OCC	9.2%
Cc1cccc(CSc2nc3c(c(=O)[nH]2)C(c2cccc(O)c2)CC(=O)N3)c1 (stereo not given)	u
Cc1ccccc1CNC[C@H]1O[C@@H]2C[C@@H](CC(=O)NCc3nccn3C)O[C@@H]2[C@@H]1O	-5.4%[44.1 µM]
CCOc1ccc(CCNC(=O)CN2N=C(c3ccccc3)CCC2=O)cc1OCC	-0.9%
Cc1cccc(OCC(=O)N2CCC3(CC2)NC(=O)N(Cc2ccc(F)cc2)C3=O)c1	u
CN1CC(c2ccccc2)CC2(CCN(C(=O)CCS(C)(=O)=O)CC2)C1 (stereo not given)	-22.3%
Nc1ccsc1C(=O)N1CCC2(CCC(=O)N(CC3CCCO3)C2)CC1 (stereo not given)	-11.6%
CNC(=O)N1CC(c2noc(C3CCCN3C(=O)c3ccc(C)s3)n2)C1 (stereo not given)	-12.4%
Cc1ncccc1C(=O)NC1CCN(C(=O)N2CC3CC(C2)[C@H]2CCCC(=O)N2C3)CC1 (stereo not given in full)	-3.3%
CC1=C(C(=O)NCc2ccccc2Cl)C2(CCCCCC2)OC1=O	u
CCc1n[nH]c(CC2CCN(C(=O)Cc3cccc(F)c3)CC2)n1	-22.8%
O=C(N[C@H](c1cccs1)C1CC(O)C1)c1cccc(-n2cccn2)c1 (stereo not given in full)	2.9%
CCC(=O)N1CCc2c(C(=O)Nc3cc(OC)cc(OC)c3)cccc21	-9.0%
COCCN1C[C@@H]2CN(C(=O)c3cnc[nH]c3=O)C[C@]2(C(=O)O)C1	-2.5%
CCn1cc(CN2CCCC(c3nc4c(C)cccc4[nH]3)C2)cc1C#N (stereo not given)	12.6µM*
COc1ccc(-c2cc(C(F)(F)F)nc(SCC(=O)N(C)Cc3ccccc3)n2)cc1OC	i
COc1ccc(-c2ccc(Cn3ccnc3)cn2)c2ccc(C)nc12	u
O=C(NCCc1ccccc1)C1Cn2cccc2C(=O)N1Cc1ccccc1 (stereo not given)	-19.6%
O=C1NCCCCCCN(C(=O)CC2CCCCC2)[C@H]2C[C@H](c3nc(-c4cccnc4)no3)C[C@@H]12	u
CCCNC(=O)c1cnc2sc(N3CCCCCC3)nn2c1=O	i
CN(c1nnc(NC(=O)Nc2ccccc2C(F)(F)F)s1)C1CCCCC1	u
Cc1ccc(S(=O)(=O)N2C3CCCC2CC(=O)C3)cc1	19.5%[44.1 µM]

(list continues)
Molecule	Pf Dd2 growth
O=C(Cn1c(=O)n(-c2ccccc2)c(=O)c2sc3ccccc3c21)NC1CCCC1	i
O=C(NCCCN1CCN(c2ccc(F)cc2)CC1)c1cc2c(s1)-c1ccccc1OC2	2.9%
COCC1CN(C)CC12CCN(C(=O)c1cncc(C)c1)CC2 (stereo not given)	-2.6%
Cc1noc([C@@H]2Cc3nc[nH]c3CN2C(=O)Nc2ccccc2)n1	u
CO[C@H]1C(=O)N(C(C)C)[C@H]1C1CCN(C(=O)Cc2ccncc2)CC1	29.6%
O=C(NCc1ccncc1)C1CN(S(=O)(=O)c2cccnc2)CC12CCCCC2 (stereo not given)	-14.8%
CNC(=O)c1cc(-c2ccc(F)cc2OC)cc2c1OCCN2Cc1cccnc1	-4.6%[44.1 µM]
COc1ccc(C(=O)NCCn2ccn3nc(-c4cccc(OC)c4)cc3c2=O)cc1	u
COc1cc(C(=O)NC2CCCc3c2[nH]c2c(Cl)cccc32)cc(OC)c1OC (stereo not given)	1µM*
COc1ccccc1-c1nnc2n1C(C(=O)N(C)C)CC2 (stereo not given)	1.6%[44.1 µM]
Oc1ccccc1CN1CCC(O)(c2csc(CN3CCc4ccccc4C3)n2)CC1	u
Cc1ccc(C(=O)N2CCCC(n3cc(-c4nc(C5CC5)no4)nn3)C2)s1 (stereo not given)	-7.1%
O=C(c1cn[nH]c1)N1CCC(c2nc(CCOCC3CCCC3)no2)C1 (stereo not given)	-12.2%
COc1ccc(C(=O)N2CCOc3ccc(CCC(N)=O)cc3C2)cc1F	u
COCCNC(=O)[C@H]1C[C@H](Oc2ccccc2)CN1S(=O)(=O)c1ccc(F)cc1	5.9%
CC(=O)c1ccc(C(=O)N(Cc2cccnc2)c2nc3c(Cl)cccc3s2)cc1	-21.6%
CN(C)C(=O)c1cccnc1OC1CCN(C(=O)c2ccc(OC(F)(F)F)cc2)C1 (stereo not given)	-1.0%
O=C(Nc1cccc(Cl)c1)N1CCOC(CN(CC2CC2)C(=O)c2cccc(F)c2)C1 (stereo not given)	4.47µM*
O=C(NCC1CC1)c1cc(C2CC2)nc2onc(C3CCNCC3)c12	-13.6%
Cc1ccc(C(=O)N[C@H]2C[C@@H](c3nc(-c4ccc(C)cc4)no3)N(C)C2)cc1	9.7%[44.1 µM]
O=C(CCn1cccn1)NCc1ccc(Cl)cc1	11.8%
O=C(NC[C@H]1COCc2nc3cc(C(F)(F)F)ccc3n21)c1ccccn1	-21.9%[44.1 µM]
COc1ncccc1-c1nc(-c2c(C)noc2C)cc2c1cc(-c1ccccc1)n2C	u
CCOc1cc(=O)n2c(c1C(=O)NC1CCN(Cc3ccccc3)CC1)CCCCC2	i
COc1ccc(Cl)cc1NC(=O)Cn1c(N2CCOCC2)nc(C)cc1=O	u
COCC(C)NC(=O)c1cc2c(=O)n3cccc(C)c3nc2s1 (stereo not given)	-26.0%
CC(=O)Nc1ccc(CN2CCC3(CC2)NC(=O)c2ccccc2O3)cc1	i
COC(=O)c1cc2n(n1)CCCN(C(=O)C1CCCCn3nnnc31)C2 (stereo not given)	-5.6%
COc1cc(OC)cc(C(=O)N2CCCC3(C2)Nc2cccnc2NC3=NC2CCCC2)c1 (stereo not given)	u
CCc1ccc(N2CC(c3noc(-c4cccc(OC)c4OC)n3)CC2=O)cc1 (stereo not given)	-3.7%
COCC1CN(C(C)=O)CC12CCN(C(=O)c1ccc(C)c(F)c1)CC2 (stereo not given)	i
COCCC(=O)N[C@H]1CC[C@]2(C)CC[C@@H](C(C)C(=O)NC3CC3)[C@H](O)[C@H]2[C@@H]1C (stereo not given in full)	12.1%[44.1 µM]
Cc1ccc(NC(=O)c2ccc3c(c2)C(O)CCCCCN3C)cc1 (stereo not given)	i
O=C(NCCC1=CCCCC1)c1ccc2c(c1)N(Cc1ccc(Cl)cc1)C(=O)c1ccccc1S2(=O)=O	u

Assay outcomes (PubChem BioAssay)
